Screens as filed in PubChem BioAssay.
GSK3beta inhib – human GSK3beta kinase inhibition. actives 0.038% (n = 300,000). GST-GSK3beta kinase, ADP-Glo luminescence, 60 min; active compounds read low. activity score (negative = inhibition), % at 10 µM. AID 2097. P49841;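 active = more than half of replicate wells score below -50%, meaning over 50% inhibition versus plate controls; inconclusive = some replicates but at most half score below -50%; inactive = no replicate scores below -50%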;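 also: 0% = median DMSO wells and -100% = median GW8510 positive control wells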
Target sequence (P49841 whole entry, looked up): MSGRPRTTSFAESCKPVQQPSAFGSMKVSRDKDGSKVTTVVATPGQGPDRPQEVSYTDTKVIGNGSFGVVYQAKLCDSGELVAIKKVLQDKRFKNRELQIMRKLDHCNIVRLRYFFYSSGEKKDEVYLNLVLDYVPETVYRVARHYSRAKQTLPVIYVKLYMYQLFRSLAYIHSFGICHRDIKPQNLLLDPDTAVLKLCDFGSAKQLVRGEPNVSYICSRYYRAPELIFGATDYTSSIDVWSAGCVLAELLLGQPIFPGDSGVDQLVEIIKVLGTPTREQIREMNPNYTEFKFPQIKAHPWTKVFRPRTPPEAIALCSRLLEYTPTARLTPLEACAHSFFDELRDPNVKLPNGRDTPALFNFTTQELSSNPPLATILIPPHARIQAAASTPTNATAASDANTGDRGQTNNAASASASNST
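test system = GST-tagged human GSK3beta kinase, cell-free | reagent = 25 µM ATP with peptide substrate | dosing = one dose of 10 µM per compound | schedule = 60 min reaction, RT | detection = luminescent ADP-Glo measurement of ADP formed | control set = DMSO neutral wells and GW8510 at 20 µM as positive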
Dyrk1A ADPGlo – blocks rat Dyrk1A kinase activity | Q63470 | ADP-Glo luminescence, NFATc1 peptide | inhibition, % at 12.5 µM | actives 0.43% (n = 310,000) | AID 504441; in the data active = inhibition above about 50%;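 also: plate controls were vehicle with enzyme for no effect and no enzyme for full effect; many of its hits are not listed in these tables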
KLF5 inh – suppresses KLF5 promoter-driven expression; DLD-1 KLF5 promoter-luciferase reporter, luminescence; inhibition, % at 5 µM; actives 0.23% (n = 290,000); AID 1700;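 active = inhibition above a per-plate limit of that plate's mean compound inhibition plus 3 SD, cut at about 60% in these data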;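 also: 0% = DMSO wells and 100% = LY294002 at 200 µM; higher means less KLF5 promoter-driven luciferase light; inactives centre near -14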
aSyn UTR inh – 5' untranslated region of α-synuclein, MLPCN primary screen; alpha-synuclein 5'UTR reporter, inhibitor activity; inhibition, % (tested at 7.5 µM); actives 0.82% (n = 300,000); in the data active = inhibition above about 60%; inconclusive = no clear call, values can overlap the other calls;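 also: H4 neuroglioblastoma cells stably carrying SNCA 5'UTR luciferase fusion; 0% = DMSO wells and 100% = positive control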
GSK3A inh – inhibitors of human GSK-3 alpha kinase | P49840 | ADP-Glo luminescence, 60 min | inhibition, % at 10 µM | actives 0.1% (n = 320,000) | AID 2650;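 in the data active = inhibition above about 50%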;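 also: GST-tagged GSK-3 alpha with peptide substrate and 25 µM ATP; 0% = DMSO neutral wells and 100% = GW8510 positive control wells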
Target sequence (P49840 whole entry, looked up): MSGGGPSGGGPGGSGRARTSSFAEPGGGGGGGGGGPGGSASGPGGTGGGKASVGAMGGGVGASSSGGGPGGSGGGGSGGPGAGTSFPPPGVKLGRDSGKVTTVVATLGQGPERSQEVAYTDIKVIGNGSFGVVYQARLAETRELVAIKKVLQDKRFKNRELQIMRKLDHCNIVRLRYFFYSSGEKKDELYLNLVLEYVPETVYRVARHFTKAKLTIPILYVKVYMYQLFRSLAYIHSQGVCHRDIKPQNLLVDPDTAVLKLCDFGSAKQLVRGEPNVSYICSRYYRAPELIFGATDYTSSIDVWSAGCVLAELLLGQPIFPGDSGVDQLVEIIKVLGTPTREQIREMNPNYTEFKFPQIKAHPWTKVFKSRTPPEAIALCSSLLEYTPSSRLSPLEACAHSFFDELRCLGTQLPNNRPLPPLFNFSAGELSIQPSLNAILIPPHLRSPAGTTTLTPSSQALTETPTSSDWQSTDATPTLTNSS
HSF1 inh – HSF1 inhibition; NIH3T3-HGL HSE-luciferase, MG132-induced, luminescence 8 h; active compounds read low; activity change, negative = inhibition, % at 7.5 µM (by protocol); actives 0.77% (n = 300,000);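 active = more than half of replicate wells show activity change below -50%, luminescence cut by over half; inconclusive = some wells, but at most half, below -50%; inactive = no replicate well below -50%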;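 also: luciferase reports HSF-1 transcriptional activity via heat shock element; 0% = median of DMSO wells and -100% = zero luminescence signal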
HSF-1 act – increases HSF-1 driven luciferase reporter signal. NIH3T3-HGL HSF-1 luciferase reporter, MG132, 8 h; 100% = twice DMSO control signal. activation, % at 9 µM. actives 1.7% (n = 300,000). AID 504408;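 active = mean replicate activation of at least 50% with a set share of replicates each reaching 50%; inconclusive = only one of those two conditions met; inactive = mean below 50% and too few replicates reaching it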;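 also: 0% = median of the neutral control wells and 100% = twice that signal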
IEC-6 cytotox – IEC-6 cytotoxicity, counter-screen for KLF5 inhibitors; luminescence viability; inhibition, % at 5 µM; actives 0.78% (n = 290,000); in the data active = inhibition above about 22%;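 also: 0% = plate median of test compound wells and 100% = cytotoxic reference compound wells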
Platelet DG rel – modulates dense granule release in human platelets. AID 1663. actives 0.22% (n = 300,000). inhibition, %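 (compounds screened at 7.5 µM in platelet-rich plasma)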. human platelet-rich plasma, SFLLRN dense granule ATP release, luminescence;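 active = mean replicate score, as percent of positive control, at or above 50; inconclusive = mean below 50 but at least one replicate at or above 50; inactive = mean and every replicate below 50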
HSP90 refold inh – blocks HSP90-mediated luciferase refolding in reticulocyte lysate | Rabbit reticulocyte lysate, luciferase refolding luminescence, 3 h | inhibition, % at 5.6 µM | actives 0.91% (n = 290,000) | AID 1789;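 active = inhibition above the screen-wide mean plus 3 SD, computed separately per campaign, cut at about 16% in these data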;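 also: 0% = DMSO wells and 100% = 60 µM geldanamycin wells; inhibitors lower the luminescence because luciferase stays unfolded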
Starred values were filed as active, the others as inactive; u = inconclusive; x = no result given; & = joins results of further samples.

nr	smiles	GSK3beta inhib	Dyrk1A ADPGlo	KLF5 inh	aSyn UTR inh	GSK3A inh
1	Cn1c(=O)c2c(SCC(=O)NC3CCCC3)nc(CC(C)(C)C)nc2n(C)c1=O	-2	-7	-37	-5	-2
2	CCN1CCN(c2nc(S(=O)(=O)c3ccc(C)cc3)c(Cl)s2)CC1	1	3	20	-21	-3
3	COc1ccc(-c2c(C)nn3c(Cl)c(C)c(C)nc23)cc1	-3	12	-8	-13	-2
4	COCCNC(=O)c1ccc(NS(=O)(=O)c2ccc3[nH]c(=O)[nH]c3c2)cc1	-4	-1	-33	4	-1
5	CC1=C(C(=O)OC2CCCCC2)C(c2ccco2)C2=C(CC(C)(C)CC2=O)N1 (stereo not drawn)	1	-2	12	14	-1
6	COc1ccc(Cl)c(NCCC(=O)O)c1	-2	-7	-13	-10	x
7	CC(C)(C)c1ccc(C(=O)Nc2ccc(NC(=O)C(=O)O)cc2)o1	6	x	-2	-22	0
8	C#CCNC(=O)C1=C[C@H](C2CCCCC2)[C@@H](CCCO)[C@H](OCC)O1	-4	5	-13	0	-2
9	Cc1cc(C)n(S(=O)(=O)c2cc(C)c(C)cc2C)n1	2	1	-25	15	-4
10	O=c1c2c3c(sc2ncn1/N=C/c1ccncc1)CCCC3	1	8	-8	2	-1
11	COc1ccc(CNS(=O)(=O)c2cc(-c3cc(C)no3)ccc2C)cc1OC	1	-1	-19	-4	0
12	NC(=O)NC(Cc1ccccc1)c1ccccc1 (stereo not drawn)	-1	-6	-21	22	x

nr	HSF1 inh	HSF-1 act	IEC-6 cytotox	Platelet DG rel	HSP90 refold inh
1	0	7	2	1	2
2	-19	-32	3	-6	3
3	29	60*	-2	-5	0
4	5	1	1	-4	2
5	-3	6	4	-5	-1
6	-2	5	2	-1	2
7	-33	-37	-7	-2	-6
8	0	-12	-2	-1	14
9	2	10	-1	2	3
10	-5	4	4	-3	0
11	5	2	2	-2	-7
12	-8	7	6	6	5

Rewritten tab-delimited: entries from further up.
#	Molecule	GSK3beta inhib	Dyrk1A ADPGlo	KLF5 inh	aSyn UTR inh	GSK3A inh	HSF1 inh	HSF-1 act	IEC-6 cytotox	Platelet DG rel	HSP90 refold inh
7	CC(C)(C)c1ccc(C(=O)Nc2ccc(NC(=O)C(=O)O)cc2)o1	6	x	-2	-22	0	-33	-37	-7	-2	-6
8	C#CCNC(=O)C1=C[C@H](C2CCCCC2)[C@@H](CCCO)[C@H](OCC)O1	-4	5	-13	0	-2	0	-12	-2	-1	14
9	Cc1cc(C)n(S(=O)(=O)c2cc(C)c(C)cc2C)n1	2	1	-25	15	-4	2	10	-1	2	3
10	O=c1c2c3c(sc2ncn1/N=C/c1ccncc1)CCCC3	1	8	-8	2	-1	-5	4	4	-3	0
11	COc1ccc(CNS(=O)(=O)c2cc(-c3cc(C)no3)ccc2C)cc1OC	1	-1	-19	-4	0	5	2	2	-2	-7

Additional compounds:
nr	smiles	GSK3beta inhib	Dyrk1A ADPGlo	KLF5 inh	aSyn UTR inh	GSK3A inh
13	O=C(O)/C(=C1\OC(=O)c2ccccc21)c1ccccc1	6	4	-39	-1	-1
14	Cn1nnnc1CCOCCc1nnnn1C	-3	7	-27	-1	0
15	c1ccc(-c2noc(C34CC5CC(CC(C5)C3)C4)n2)cc1	0	-4	-17	-69	-2
16	NC(=O)NCCN1CCN(c2ncc(C(F)(F)F)cc2Cl)CC1	3	-4	-2	13	-1
17	COc1ccc(-c2csc(Nc3ccc(S(=O)(=O)Nc4cc(C)on4)cc3)n2)cc1	6	x	-23	22	7
18	Cc1ccc(C2C(C#N)=C(N)Oc3n[nH]c(C)c32)cc1 (stereo not drawn)	-1	3	-28	2	4
19	NC(=O)C1CCN(C(=O)CN2CCN(c3cccc(C(F)(F)F)c3)CC2)CC1	-2	3	-14	7	-2
20	CCOc1cc2[nH]c(=S)n(CCN3CCC(C)CC3)c(=O)c2cc1OCC	0	2	-14	9	0
21	O=C1c2ccccc2N2C(=O)c3ccccc3C2N1Cc1ccccc1 (stereo not drawn)	-4	11	-2	24	4
22	c1ccc(CCNc2nc3ccccc3s2)cc1	3	-7	-162	-81	1
23	CN1C(=O)C2(c3ccccc31)c1c(oc3ccccc3c1=O)C(=O)N2CCO (stereo not drawn)	-1	-6	7	15	-1
24	CNC(=O)c1ccc(NC(=O)/C=C/c2cccc(F)c2)cc1	1	x	-31	-98	-1

nr	HSF1 inh	HSF-1 act	IEC-6 cytotox	Platelet DG rel	HSP90 refold inh
13	1	-7	-1	-1	-2
14	0	-18	-8	11	4
15	4	27	6	4	0
16	-5	-6	-4	-2	-5
17	4	-14	3	1	1
18	3	10	-7	-1	-1
19	-8	0	5	0	2
20	-4	19	-2	-10	3
21	-2	-3	0	5	0
22	27	56*	-4	-1	1
23	2	11	2	-13	4
24	7	38	0	-3	-1

nr	smiles	GSK3beta inhib	Dyrk1A ADPGlo	KLF5 inh	aSyn UTR inh	GSK3A inh
25	CCCCCC1CC(/C(C)=N/NC(N)=O)OC1=O (stereo not drawn)	0	4	-5	1	-1
26	CC(C)Oc1ccc(/C=C(\NC(=O)/C=C/c2ccco2)C(=O)NCCc2nc3ccccc3[nH]2)cc1	-2	-4	-12	-10	1
27	COc1nccnc1NS(=O)(=O)c1ccc(NC(=S)NC(=O)/C=C/c2ccc(F)cc2)cc1	1	x	-5	-23	-2
28	Nc1c(C(=O)N2CCOCC2)sc2nc3c(cc12)CCC3	1	-7	-100	-2	-3
29	CCOc1ccc(NC(=O)CC2SC(N)=NC2=O)c([N+](=O)[O-])c1 (stereo not drawn)	3	-1	-1	17	-3
30	CCn1nc(NS(=O)(=O)c2ccc(C)cc2)c2cc3ccccc3nc21	5	4	-12	9	-4
31	CCCCC(=O)Nc1cccc(-c2cn3ccccc3n2)c1	1	x	-81	-78	1
32	CCCCCC(=O)NNC1=NCC(Cc2ccccc2)S1 (stereo not drawn)	-1	3	-23	-7	-2
33	COC(=O)CCCC1=CC2=C(c3ccccc3)C(=O)C(C)(OC(=O)C3CCCC3)C(=O)C2=CN1c1ccccc1 (stereo not drawn)	-1	4	x	7	0
34	S=C(Nc1ccccc1)c1ccccn1	-3	-6	-71&-104	-165	-2
35	O=C(OCC(=O)N1CCc2ccccc21)c1cccc(S(=O)(=O)N2CCCc3ccccc32)c1	0	2	-35	-38	-2
36	Cc1cc(=O)oc2c(C)c(OCC(=O)NCC3CCC(C(=O)O)CC3)ccc12 (stereo not drawn)	4	4	-8	17	2

nr	HSF1 inh	HSF-1 act	IEC-6 cytotox	Platelet DG rel	HSP90 refold inh
25	-7	-13	-6	-1	3
26	6	-7	2	-1	0
27	8	18	-5	-1	-2
28	-4	10	10	1	8
29	8	7	4	4	2
30	2	2	1	5	-3
31	14	15	2	-5	4
32	2	30	3	3	-3
33	7	6	x	9	x
34	21	28	3&3	0	8&-3
35	-7	-9	5	-14	-1
36	-5	0	-5	5	-4

Looked up above.
Entry of #31 under GSK3beta inhib: 1
Entry of #29 under KLF5 inh: -1
Entry of #35 under HSP90 refold inh: -1
Entry of #30 under HSF1 inh: 2
Entry of #36 under GSK3A inh: 2

Additional compounds:
nr	smiles	GSK3beta inhib	Dyrk1A ADPGlo	KLF5 inh	aSyn UTR inh	GSK3A inh
37	COc1cccc(NC(=O)c2cnc(SC)nc2C)c1	-2	4	-21	-54	-4
38	O=C1C(=O)N(CCCN2CCOCC2)C(c2ccc([N+](=O)[O-])cc2)/C1=C(/O)c1ccc2c(c1)OCO2 (stereo not drawn)	1	-5	-35	-3	-3
39	CC(Sc1nnc2ccccn12)C(=O)Nc1ncc(Cl)cc1Cl (stereo not drawn)	3	-4	-46	-38	3
40	COCc1cc(=O)n2[nH]c(-c3ccc(C)cc3)cc2n1	2	4	-77	-128	-1
41	CCN(CC)CCNCc1cc(Cl)c(OCC(=O)Nc2ccccc2)c(OC)c1	2	1	-29	-22	-2
42	Cc1ccc(C)c(C(=O)Nc2cc(C)nn2-c2nc(C)cc(C)n2)c1	2	-2	6	-19	-2
43	CC1CCCCN1C(=O)Nc1cccc(Cl)c1 (stereo not drawn)	1	4	-33	-48	-3
44	Cc1ccc(C(=O)Nc2ncc(Cc3ccc(F)cc3)s2)o1	-1	5	-107	-107	2
45	O=C(NCCCn1ccnc1)/C(=C\c1ccc(Br)cc1)NC(=O)c1ccccc1F	0	2	-35	4	1
46	O=C(Nc1ccccc1C(=O)N1CCCCC1)c1cccs1	0	-9	-35	-15	8
47	Cn1cc(CN2CCN(CC(C)(C)C)C(CCO)C2)c2ccccc21 (stereo not drawn)	2	0	-20	1	-3
48	CC1Cc2ccccc2N1CC(=O)Nc1ccc(S(N)(=O)=O)cc1 (stereo not drawn)	-4	15	13	2	2

nr	HSF1 inh	HSF-1 act	IEC-6 cytotox	Platelet DG rel	HSP90 refold inh
37	-2	-3	-8	-2	-2
38	-5	13	-4	-1	6
39	0	8	4	0	0
40	11	13	8	-2	5
41	-3	15	2	-1	-3
42	u	-62	-3	1	-4
43	2	15	-5	-3	-1
44	29	68*	45*	3	4
45	-3	0	-3	-1	-3
46	-8	-21	0	-12	1
47	-4	5	2	-1	0
48	-12	6	0	-5	2

nr	smiles	GSK3beta inhib	Dyrk1A ADPGlo	KLF5 inh	aSyn UTR inh	GSK3A inh
49	COCCn1c(COc2cccc(OC)c2)nnc1SCC(=O)NC1CCCC1	1	3	-16	6	-2
50	COc1ccc(-n2nc(C(=O)NCC(=O)N3CCN(c4ccccc4F)CC3)c3ccccc3c2=O)cc1	3	6	-120	-120	-2
51	CC1=C(C(N)=O)C(c2ccc(Cl)cc2)n2nc(CCCO)nc2N1 (stereo not drawn)	-3	0	9	5	-1
52	O=C(OCC(=O)c1ccccc1Br)c1ccccn1	-7	-4	-13	2	-2
53	O=C(O)CCC(=O)Nc1ccccc1C(=O)NC1CCCCC1	-2	-9	-70	7	-1
54	O=C(Nc1cccc(F)c1)/C(=C/c1ccco1)NC(=O)c1ccco1	0	-5	-29	7	3
55	C=CCOC(=O)COc1ccc2c(C)c(C)c(=O)oc2c1	2	-1	7	0	-4
56	CCOC(=O)c1c(S(=O)(=O)Nc2ccc(C)cn2)c(C)n(C)c1C	2	1	-8	3	-1
57	CCOC(=O)C1=C(C)NC(=S)N(C(C)=O)C1c1ccc(Cl)cc1 (stereo not drawn)	-1	x	-31	11	-5

nr	HSF1 inh	HSF-1 act	IEC-6 cytotox	Platelet DG rel	HSP90 refold inh
49	-1	-9	3	7	1
50	11	36	-4	-2	-1
51	-9	5	-8	3	0
52	2	3	-7	0	2
53	-11	-29	-1	10	0
54	2	2	0	-10	5
55	-11	-4	0	2	2
56	-1	10	-2	-6	4
57	3	-10	2	-1	4

These rows are one share of the data; rates above refer to the full screens.
